MT stabilizer – stabilizes microtubules in HeLa cells; HeLa tubulin immunostaining HCS, 24 h; share of cells brighter than vehicle mean+2SD; % tubulin-high responders, % at 10 µM; 200,000 tested, 0.83% active;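 active = plate Z-score above 3 for both tubulin-high and condensed-nucleus cell shares, with cell loss under 80%, at 10 µM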;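 also: anti alpha tubulin signal scored within the nucleus-defined area of each cell; some results filed as inactive read as strong as hits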
Ins promoter up – MIN6 insulin promoter up-regulation; MIN6 insulin promoter-GFP reporter, high-content imaging; active compounds read high; z-score at 5 µM; 190,000 tested, 0.3% active;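 active = z-score above 3 at 5 µM with at least 500 cells counted in the well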
bCat nuc transl – alters nuclear translocation of beta-catenin in HeLa cells | immunofluorescence imaging | nuclear translocation activity, % at 5 µM | 190,000 tested, 0.3% active | AID 1665;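 active = nuclear translocation activity above 50% at 5 µM, with a well cell count of 50 or more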;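 also: per-cell ratio of nuclear to cytoplasmic median beta-catenin stain intensity; plate controls were DMSO negative control for no effect and GSK-3 inhibitor IX positive control for full effect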
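System: Human HeLa cells, endogenous beta-catenin | Compound dosing: 5 µM primary, 0.02–20 µM confirmation | Timing: 24 h compound exposure at 37°C, 5% CO2 | Measured by: Fluorescence imaging of beta-catenin antibody stain plus DAPI | Read-out basis: % activation of per-cell nuclear versus cytoplasmic median beta-catenin signal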
Dynein cargo inh – dynein cargo transport inhibition. 3617.4 mouse cells, GR-EGFP nuclear translocation imaging; test concentration mostly 20 µM; stimulated with dexamethasone, 1 µM; active compounds read low. z-score, hits read low. 220,000 tested, 0.47% active. AID 1381;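 active = plate z-score of nuclear minus cytoplasmic receptor signal below a set negative limit, without overly bright fluorescence or cell loss, cut at about -3.5 in these data, passing the limit was not always enough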;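 also: z-score of nuclear minus cytoplasmic ring GR-EGFP intensity difference per well; some compounds called inactive have numbers as strong as hits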
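Buffer or medium: Induction medium lacking tetracycline, stripped serum | Also added: Dexamethasone agonist, 1.0 µM final, for 30 min | Timing: 48 h induction, 1 h compound, 30 min dex at 37 °C | Detection: Formaldehyde fixation, Hoechst nuclear stain, 10x automated fluorescence imaging | Measure: Nuclear versus cytoplasmic GR-EGFP signal, averaged per well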
PMI inhibitors – MPI enzyme activity inhibition – biochemical, fluorescence intensity, coupled assay, primary screen (AID 1209); purified PMI enzyme, coupled fluorescence intensity; higher % means a stronger effect; one-dose inhibition, % at 20 µM; IC50 in µM for titrated hits; 190,000 tested, 0.42% active;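 also: plate controls were DMSO vehicle for no effect and wells lacking substrate for full effect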
Yfh1-depleted yeast – mitochondrial function rescue without frataxin homolog – Friedreich's ataxia, plus single-dose screen, dose response (AID 1465); S. cerevisiae Yfh1-off respiration, WST-1 reduction, 72 h; higher fold induction means a stronger effect; one-dose fold induction at 50 µM; EC50 in µM for titrated hits; 220,000 tested, 0.074% active;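 active = fold induction of absorbance versus untreated yeast above a set limit, then at least 30% activation at any dose in follow-up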;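 also: activators that raise dye reduction in frataxin-depleted yeast; strong numbers were not always called active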
human PMI inhibitors – MPI inhibition at elevated mannose 6-phosphate – biochemical, fluorescence intensity, high mannose 6-phosphate, primary screen (AID 1220); recombinant PMI enzyme, coupled fluorescence intensity; higher % means a stronger effect; inhibition, % at 20 µM; hits with a dose series show IC50 in µM; 190,000 tested, 0.66% active
Autophagy mod – modulators of autophagy. MEF GFP-LC3 puncta imaging; test concentration mostly 10 µM. calls only at 10 µM (by protocol). 190,000 tested, 0.98% active. AID 463193;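 active = percentage of spot-positive cells more than 3 SD above its plate mean, without a fluorescence outlier flag or 80% toxicity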;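 also: spot-positive cell cutoff set from DMSO-treated cells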
WT yeast gro inh – growth inhibition of WT yeast, mitochondrial fusion screen; mitochondrial fusion phenotypic screen, WT strain; inhibition, % at 10 µM; 190,000 tested, 2.1% active; AID 1362; in the data active = inhibition above about 58%; tested in S. cerevisiae
WT yeast gro inh mutant strain – also measured in WT yeast gro inh; calls as there; inhibition, %; mitochondrial fusion phenotypic screen, mutant strain inhibition
Dynein cargo inh cytoplasmic EGFP – recorded beside Dynein cargo inh, whose call it bears; z-score; measured here: cytoplasmic GR-EGFP intensity; active compounds read high
Dynein cargo inh nuclear GR-EGFP – also measured in Dynein cargo inh; calls as there; z-score; measured here: nuclear GR-EGFP intensity;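 lower value marks the stronger effect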
Dynein cargo inh cell count – further read-out of Dynein cargo inh, marked with its call; z-score; measured here: cell count per field
Ins promoter up cell count – also measured in Ins promoter up; calls as there; cell count; measured here: cytotoxicity, nuclei count;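 total cells summed across four imaged fields per well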
bCat nuc transl cell count 5 µM – further read-out of bCat nuc transl, marked with its call; cell count; measured here: cell count, cytotoxicity flag
MT stabilizer Hoechst-high % – also measured in MT stabilizer; calls as there; % Hoechst-high responders; measured here: nuclear condensation Hoechst responders;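 share of cells brighter than vehicle mean plus two SD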
MT stabilizer cytotoxicity % – second read-out of MT stabilizer, no call of its own (marks repeat the call); toxicity, %; measured here: cytotoxicity by cell density;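 0% = mean cell density of plate MIN control wells and 100% = no cells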
Autophagy mod cell loss 18 h – further read-out of Autophagy mod, marked with its call; toxicity, %; measured here: cell loss, nuclei count;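 cell loss after 18 h compound exposure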
* marks the source's active call; other numbers are inactive results; i = inactive; . = no result given. Rule as the data show it, unless noted: active = inhibition above about 50%; inactive = the rest. An unsorted share of the library (roughly 5% active in at least one column).

SMILES	MT stabilizer	MT stabilizer Hoechst-high %	MT stabilizer cytotoxicity %	Ins promoter up	Ins promoter up cell count	bCat nuc transl	bCat nuc transl cell count 5 µM	Dynein cargo inh	Dynein cargo inh cytoplasmic EGFP	Dynein cargo inh nuclear GR-EGFP	Dynein cargo inh cell count	PMI inhibitors	Yfh1-depleted yeast	human PMI inhibitors	Autophagy mod	Autophagy mod cell loss 18 h	WT yeast gro inh	WT yeast gro inh mutant strain
NC(=O)c1cccnc1	3.6	2.4	12	.	.	-6.3	828	0.32	-0.29	0.35	0.65	-8%	i	18%	i	22	-13	-16
CCc1c(C)nc(SCCOc2ccc(OC(C)C)cc2)[nH]c1=O	3.9	2.0	8.2	-0.05	1296	2.9	1119	-0.85	-0.27	-0.39	0.48	16%	i	16%	i	10	-2	72
CC(=O)Nc1ccc(S(=O)(=O)NC(C(=O)O)C(C)O)cc1 (stereo unspecified)	.	.	.	0.66	1036	-0.4	1318	0.28	-0.26	0.8	-0.47	.	i	.	.	.	.	.
O=C(Cn1cc2c(n1)CCCC2)N1CCc2ccccc21	3.8	2.8	2.2	.	.	-3.6	1165	-0.31	-0.15	0.13	0.24	-2%	i	-1%	i	-6	5	-3
CCN1CCN(c2ccc([N+](=O)[O-])cc2C(=O)c2ccc(Cl)cc2)CC1	14	5.5	16	-0.09	1509	1.8	1288	-0.066	0.44	0.2	-0.35	4%	i	2%	i	19	-1	-6
COc1ccc2nc(SCCN(C)C)[nH]c2c1	1.5	2.0	2.4	-0.28	1067	0.1	1543	0.9	-0.22	0.37	-0.37	.	i	.	i	27	15	18
CCCN1C(=O)c2cc(C(=O)Nc3ccc(OC)c(OC)c3)ccc2C1Nc1ccc(OC)c(OC)c1 (stereo unspecified)	3.7	1.5	7.5	0.29	1379	-0.4	1166	-0.96	-0.22	-0.34	1	16%	i	40%	i	-28	1	1
COc1ccc(C)cc1S(=O)(=O)N(CC(=O)Nc1cccc([N+](=O)[O-])c1)c1ccccc1	2.9	2.8	12	-0.56	1415	2.4	1127	-0.61	-0.29	-0.46	0.59	22%	i	15%	i	5	0	-4
CCc1[nH]nc2c1C(C(C)C)C(C#N)=C(N)O2 (stereo unspecified)	.	.	.	.	.	-0.7	1216	.	.	.	.	1%	i	2%	.	.	-8	-1
O=C(N/N=C/c1ccncc1)C1CC1C(=O)N/N=C/c1ccncc1 (stereo unspecified)	1.6	2.0	5.1	-0.04	1279	-0.7	1049	-0.63	-0.19	-0.7	1	-14%	i	-19%	i	14	-5	-6
Cc1occc1-c1nnc(SCC(=O)NC2CCCC2)n1-c1ccccc1	1.5	2.4	16	0.06	1246	-0.8	481	0.15	-0.016	0.38	0.75	-4%	i	-11%	i	1	1	0
CC(Oc1ccc2ccc(=O)oc2c1)C(=O)c1ccccc1 (stereo unspecified)	2.2	5.5	5.1	-0.06	1332	0.5	931	2	-0.24	0.5	-1.3	-8%	i	-7%	i	2	-18	-25

Full records as entered above. Order of screens: MT stabilizer | MT stabilizer Hoechst-high % | MT stabilizer cytotoxicity % | Ins promoter up | Ins promoter up cell count | bCat nuc transl | bCat nuc transl cell count 5 µM | Dynein cargo inh | Dynein cargo inh cytoplasmic EGFP | Dynein cargo inh nuclear GR-EGFP | Dynein cargo inh cell count | PMI inhibitors | Yfh1-depleted yeast | human PMI inhibitors | Autophagy mod | Autophagy mod cell loss 18 h | WT yeast gro inh | WT yeast gro inh mutant strain
`O=C(Cn1cc2c(n1)CCCC2)N1CCc2ccccc21` as listed: 3.8 | 2.8 | 2.2 | . | . | -3.6 | 1165 | -0.31 | -0.15 | 0.13 | 0.24 | -2% | i | -1% | i | -6 | 5 | -3
`CCCN1C(=O)c2cc(C(=O)Nc3ccc(OC)c(OC)c3)ccc2C1Nc1ccc(OC)c(OC)c1` (stereo unspecified) as listed: 3.7 | 1.5 | 7.5 | 0.29 | 1379 | -0.4 | 1166 | -0.96 | -0.22 | -0.34 | 1 | 16% | i | 40% | i | -28 | 1 | 1
`CCc1[nH]nc2c1C(C(C)C)C(C#N)=C(N)O2` (stereo unspecified) as listed: . | . | . | . | . | -0.7 | 1216 | . | . | . | . | 1% | i | 2% | . | . | -8 | -1

Additional structures
SMILES	MT stabilizer	MT stabilizer Hoechst-high %	MT stabilizer cytotoxicity %	Ins promoter up	Ins promoter up cell count	bCat nuc transl	bCat nuc transl cell count 5 µM	Dynein cargo inh	Dynein cargo inh cytoplasmic EGFP	Dynein cargo inh nuclear GR-EGFP	Dynein cargo inh cell count	PMI inhibitors	Yfh1-depleted yeast	human PMI inhibitors	Autophagy mod	Autophagy mod cell loss 18 h	WT yeast gro inh	WT yeast gro inh mutant strain
CCc1ccc(C2NC(=S)NC3=C2C(=O)N(c2ccccc2OC)C(c2ccc(CC)cc2)N3)cc1 (stereo unspecified)	1.6	1.1	4.6	0.65	972	-2.7	1099	0.52	-0.03	0.98	-1.1	13%	i	6%	i	0	5	-20
COc1ccc(-n2c(CCc3ccccc3)n[nH]c2=S)cc1	3.4	1.5	4.7	-0.62	1508	-0.7	890	0.74	-0.1	0.69	-0.87	16%	i	14%	i	-27	0	15
COc1ccc(Cn2nnnc2C(c2cccs2)N2CCN(c3ccccc3)CC2)cc1 (stereo unspecified)	1.9	2.4	11	0.48	1193	-2.8	917	0.046	-0.18	0.0056	0.018	-8%	i	-14%	i	5	4	9
N#C/C(=C\c1ccc(OC(F)F)cc1)C(=O)N1CCCCC1	.	.	.	-0.25	1066	-2.0	1299	-0.22	-0.7	-0.43	-0.52	.	i	.	.	.	.	.
CC(=O)N1CCN(c2ccnc3cc(Cl)ccc23)CC1	.	.	.	0.67	990	-1.2	1331	-0.89	-0.24	-0.096	0.5	.	i	.	.	.	.	.
COc1cc(NS(=O)(=O)c2ccc(NC(=S)NC(=O)C(C)(C)C)cc2)nc(OC)n1	1.6	1.5	6.5	-0.62	921	.	.	-0.17	-0.17	0.26	0.067	-2%	i	-1%	i	-7	4	15
CN1CCc2nc(NC(=O)COc3ccc4ccccc4c3)sc2C1	2.6	3.0	31	.	.	1.8	453	-0.17	-0.31	-0.19	0.41	2%	i	10%	i	34	8	7
CC(c1ccccc1)n1c(Cn2ncc3ccccc3c2=O)n[nH]c1=S (stereo unspecified)	2.5	1.7	2.6	-0.45	1544	-0.1	906	0.24	-0.25	0.45	0.048	8%	i	7%	i	11	7	-2
CCC1CO/C(=C(\C(Cl)=C(Cl)Cl)[N+](=O)[O-])N1 (stereo unspecified)	4.4	2.4	4.4	-0.14	1125	1.7	1056	-2.3	-0.16	-1.1	1.1	-8%	i	-2%	i	6	-4	14
Cc1ccc(NC2=C(CC(=O)O)C(c3ccccc3)N(c3ccc(C)cc3)C2=O)cc1 (stereo unspecified)	12*	45*	29*	-0.92	1477	2.1	1072	-1.4	-0.078	-0.46	0.53	8%	i	14%	i	7	11	2
O=C(N/C(=C/c1cccnc1)C(=O)N1CCOCC1)c1ccccc1F	.	.	.	-0.1	1455	-6.1	1267	-0.2	-0.19	-0.36	-0.19	.	i	.	.	.	.	.
COc1ccc(-c2cc(C(F)F)n3ncc(C(=O)N4CCN(C)CC4)c3n2)cc1	2.4	1.3	4.0	.	.	1.1	891	-0.17	-0.27	-0.057	0.55	10%	i	8%	i	23	-14	6
S=C(Nc1ccccn1)Nc1ccccc1Cl	3.4	1.6	3.5	1.2	1472	-1.2	1005	0.24	-0.17	0.34	-0.51	20%	i	13%	i	4	18	23
CCc1nc2c(cnn2-c2ccc(F)cc2)c(=O)n1-c1ccc(N2CCC(C)CC2)cc1	5.4	2.2	9.8	-1.3	747	.	.	-1.1	-0.04	-0.59	0.037	5%	i	10%	i	12	34	27
C=CCn1c(CNC(=O)c2ccccc2F)nnc1SCc1nc2ccccc2c(=O)[nH]1	3.2	2.7	5.6	0.26	1167	-2.4	1160	-0.18	0.076	0.13	0.91	-10%	i	-5%	i	-1	-6	-2
O=C(c1ccc(Cn2c(=S)[nH]c3ccccc3c2=O)cc1)N1CCN(c2ccccn2)CC1	5.0	2.3	11	-0.85	1467	-3.5	996	0.86	-0.28	0.42	-0.36	15%	i	20%	i	-20	9	6
CCCCc1nnc(NC(=O)C2CC(=O)N(c3ccc(C)cc3)C2)s1 (stereo unspecified)	1.5	2.2	9.5	-0.45	1592	3.7	850	0.16	-0.12	0.8	-0.55	0%	i	-4%	i	-11	10	-2
CCCCc1nc(Cl)c(C#N)c2c1CCCC2	3.2	2.2	2.3	-0.04	1226	3.2	549	-0.3	-0.29	-0.36	0.13	0%	i	-4%	i	4	-6	6
Cc1ccc(-c2nc(CCN3C(=O)c4ccccc4C3=O)cs2)cc1	0.9	0.8	14	-0.04	1551	-0.2	1346	0.85	1.7	0.92	-1.3	4%	i	1%	i	0	8	8
COC(=O)CCC(=O)NNC(=O)c1cccc(Br)c1	1.6	1.2	7.3	0.51	1310	.	.	-1.1	-0.12	-0.34	1.4	-7%	i	-13%	i	7	-2	-5
COc1ccc(C2NCCn3cccc32)cc1 (stereo unspecified)	4.2	2.6	5.9	.	.	3.0	496	-0.042	-0.12	-0.14	0.53	-31%	i	-30%	i	-6	-15	-4
CCn1cc(CN2CCN(Cc3ccc(OC)c(C)c3C)C(CCO)C2)c(C)n1 (stereo unspecified)	0.9	0.9	6.5	.	.	-2.0	1038	-0.55	-0.1	0.015	0.38	-3%	i	-2%	i	2	-9	2
Cc1ccccc1C(=O)Nc1nnc(-c2ccc(F)cc2)o1	3.4	3.0	5.6	-1.1	992	-6.5	1115	1.1	-0.14	1	-0.33	-1%	i	2%	i	-1	70*	62*
Cc1nonc1CN(C)C(=O)CC1C(=O)NCCN1Cc1ccc(F)c(F)c1 (stereo unspecified)	1.2	1.1	7.6	0.59	1490	0.4	1046	-0.93	-0.3	-0.65	1.4	10%	i	29%	i	-3	-1	14
